# Screening results (PubChem)
# SKKanGAS inh: inhibitors of SKKanGAS S. pyogenes growth in kanamycin (SK-promoter or general growth effect). BacTiter-Glo, 6 h. inhibition, % at 7.5 µM. hit rate 1.3% among 300,000;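 active = mean replicate score, as percent of positive control median, at least 50; inconclusive = mean below 50 but one replicate at or above 50; inactive = mean and every replicate below 50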;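 also: strain carries kanamycin resistance gene driven by streptokinase promoter and grows in 40 µg/ml kanamycin; loss of luminescence reflects streptokinase promoter inhibition or plain growth inhibition; 0% = median of DMSO wells and 100% = positive control at its reference dose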
# HIF activator: HIF pathway transcriptional activation. U2OS HRE-luciferase reporter, luminescence; normalized: DMSO 0%, desferrioxamine 100%. activation, % at 7.5 µM (by protocol). hit rate 0.32% among 300,000;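 active = mean activation of at least 10% of the iron chelator positive control signal, with at least half of replicates also reaching 10%; inconclusive = mean and replicate majority disagree about reaching 10%; inactive = mean and most replicates under 10%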
# RGS4 inh: human RGS4 inhibition; P49798; hit rate 0.45% among 310,000; AID 463165; HEK293 M3R/RGS4 inducible, Fluo-4 calcium flux; hits give high values; triggered by carbachol at its EC20; B-score at 10 µM;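 active = B-score, a plate-corrected calcium signal, over three deviations above library mean, with baseline fluorescence within five deviations of library mean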;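 also: RGS4 expression induced by doxycycline in cells with stable M3 receptor; B-score is computed from the integrated fluorescence ratio over baseline after carbachol; higher B-score means a larger calcium signal and so more RGS4 inhibition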
# MrgX1 allo act: human MrgX1 positive allosteric modulation, primary screen | hit rate 0.63% among 310,000 | B-score at 10 µM | MrgX1-HEK293, Fluo-4 calcium flux, FDSS; hits give high values;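 active = plate-corrected calcium response at least 3 library SD above typical, normal starting fluorescence, not activating the receptor alone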;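 also: compound read alongside a low EC10 to EC30 dose of BAM8-22 agonist; peak minus trough fluorescence over baseline measured at the second addition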
# TRPC6 act: activates the mouse TRPC6 cation channel. AID 2550. B-score at 10 µM. HEK293-TRPC6 membrane potential dye fluorescence; hits give high values. Q61143. hit rate 0.13% among 310,000;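 active = B-score of the integrated fluorescence ratio above library mean plus 3 SD, and starting fluorescence ratio within library mean plus 5 SD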;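 also: higher score means more depolarization so channel activation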
# Target sequence (Q61143 whole entry, looked up): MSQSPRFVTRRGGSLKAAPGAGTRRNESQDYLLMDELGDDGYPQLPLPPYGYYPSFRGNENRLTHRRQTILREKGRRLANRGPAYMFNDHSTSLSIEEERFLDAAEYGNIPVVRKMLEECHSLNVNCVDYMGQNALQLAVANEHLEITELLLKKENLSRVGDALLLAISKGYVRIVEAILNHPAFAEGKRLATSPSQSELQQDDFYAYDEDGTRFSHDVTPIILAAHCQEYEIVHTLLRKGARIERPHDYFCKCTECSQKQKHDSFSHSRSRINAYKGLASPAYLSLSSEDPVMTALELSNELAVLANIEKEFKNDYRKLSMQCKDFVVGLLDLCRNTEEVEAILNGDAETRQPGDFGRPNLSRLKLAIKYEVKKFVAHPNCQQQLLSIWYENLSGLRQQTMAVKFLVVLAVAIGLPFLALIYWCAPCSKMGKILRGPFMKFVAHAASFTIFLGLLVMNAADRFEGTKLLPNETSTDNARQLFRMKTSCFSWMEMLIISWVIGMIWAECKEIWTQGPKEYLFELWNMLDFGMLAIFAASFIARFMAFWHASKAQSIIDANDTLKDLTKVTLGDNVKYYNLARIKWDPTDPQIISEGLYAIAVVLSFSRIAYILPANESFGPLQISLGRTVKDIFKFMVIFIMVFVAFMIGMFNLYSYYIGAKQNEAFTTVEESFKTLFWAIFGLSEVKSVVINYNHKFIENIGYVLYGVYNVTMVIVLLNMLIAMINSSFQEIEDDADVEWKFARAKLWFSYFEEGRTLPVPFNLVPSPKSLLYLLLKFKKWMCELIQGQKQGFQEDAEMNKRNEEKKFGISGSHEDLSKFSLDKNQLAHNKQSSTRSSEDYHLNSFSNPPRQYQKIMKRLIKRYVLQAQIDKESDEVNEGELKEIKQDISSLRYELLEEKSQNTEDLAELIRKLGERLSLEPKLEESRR
# MrgX1 agonist: activates human MrgX1 receptor signaling. MrgX1-HEK293 cells, Fluo-4 calcium fluorescence, agonist mode; hits give high values. B-score at 10 µM. hit rate 0.44% among 310,000. AID 588627;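 active = calcium response B-score plate-corrected fluorescence ratio at least 3 library SD, with starting fluorescence B-score inside 5 SD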
#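 Test system: Stable human MrgX1 HEK293 cell line | Schedule: Overnight plating before 1 h dye loading | Read-out basis: Baseline-normalised fluorescence change ratio, B-scored | Detection: Kinetic calcium dye fluorescence, Fluo-4 NW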
# RGS4 pot: RGS4 potentiation or activation; AID 463111; B-score at 10 µM; HEK293 M3R/inducible RGS4, carbachol calcium flux Fluo4; hits give low values; hit rate 0.92% among 310,000;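 active = B-score of the integrated calcium signal more than 4 SD below the library mean, with starting fluorescence not abnormally high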;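 also: negative B-score means reduced calcium response which marks RGS4 activation or potentiation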
#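 test system = HEK293 cells with stable M3R and inducible RGS4 | schedule = recording 10 s baseline at 1 Hz, 100 s post-agonist | technique = Fluo4-AM (2 µM) calcium-flux fluorescence, kinetic read | measure = Agonist-evoked peak-minus-minimum fluorescence over baseline, integrated ratio, B score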
# TRPC4 block: inhibitors of mouse TRPC4 channel. Q9QUQ5. HEK293 TRPC4beta/mu-opioid, DAMGO-evoked Fluo4 calcium flux; hits give low values. B-score at 10 µM. hit rate 0.39% among 300,000;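 active = B-score over 3 SD under the library average, no early fluorescence shift, positive overall ratio signal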
#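 test system = HEK293 cells with stable TRPC4beta plus mu-opioid receptor expression | detection = Fluo4 Ca2+ flux fluorescence | read-out = integrated fluorescence ratio relative to baseline, converted to per-well B score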
# MrgX1 antagonist: antagonists of human MrgX1 receptor; Q96LB2; MRGX1-HEK293 calcium flux, Fluo-4, BAM8-22 antagonism; hits give low values; B-score at 10 µM; hit rate 1.3% among 310,000;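 active = calcium-response B-score plate-corrected more than 3 library SD below zero, starting fluorescence within 5 deviations, no agonist response on first addition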;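 also: peak minus trough fluorescence over baseline after final BAM8-22 challenge near maximal dose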
# Platelet DG rel: modulates dense granule release in human platelets; human platelet-rich plasma, SFLLRN dense granule ATP release, luminescence; inhibition, %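 (compounds screened at 7.5 µM in platelet-rich plasma)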; hit rate 0.22% among 300,000; AID 1663;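 active = mean replicate score, as percent of positive control, at or above 50; inconclusive = mean below 50 but at least one replicate at or above 50; inactive = mean and every replicate below 50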
# TRPC6 inhibitor: inhibitors of mouse TRPC6 channel. hit rate 1.1% among 310,000. B-score at 10 µM. HEK293-TRPC6, membrane potential dye, ACh-evoked depolarization; hits give low values. Q61143;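 active = B-score under library mean minus 3 SD, initial fluorescence not abnormally high, positive integrated signal ratio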;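 also: B-score derived from integrated fluorescence ratio over the kinetic read; more negative B-score means stronger inhibition of depolarization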
# Starred values were filed as active, the others as inactive; i = inactive; u = inconclusive; x = no result given. Rows are unselected; overall some 6.1% were active at least once.
SMILES,SKKanGAS inh,HIF activator,RGS4 inh,MrgX1 allo act,TRPC6 act,MrgX1 agonist,RGS4 pot,TRPC4 block,MrgX1 antagonist,Platelet DG rel,TRPC6 inhibitor
COc1ccc(N2CC(C(=O)Nc3c4c(nn3-c3ccccc3)CS(=O)(=O)C4)CC2=O)cc1 (centres undefined),-3,0.8,i,i,i,i,i,i,i,1,i
COCCn1c(SCC(=O)N2CCCCCC2)nc2c([nH]c3ccccc32)c1=O,20,0.0,i,i,i,i,i,i,i,-11,i
CCOC(=O)c1[nH]c2ccc(Cl)cc2c1NC(=O)c1nonc1C,-7,-0.2,i,i,i,i,i,i,i,-3,i
CC(=O)NC(CC(=O)NCCOc1ccccc1F)c1ccccc1 (centres undefined),2,-1.3,i,i,i,i,i,i,i,-2,i
O=S(=O)(c1ccccc1)N1CCC2(CC1)OCCO2,-7,0.3,i,i,i,i,i,i,i,4,i
CN(c1nc2ccccc2[nH]c1=O)C1CCCCC1,1,0.4,i,i,i,i,i,i,i,-18,i
COc1ccc(OCC(=O)OC2CCCN(C)C2)cc1 (centres undefined),0,-0.6,i,i,i,i,i,i,i,3,i
O=c1cc(-c2ccccc2Cl)oc2cc(O)cc(O)c12,21,-0.9,i,i,i,i,i,i,i,-1,i
Fc1ccccc1COc1cccc2cccnc12,-1,3.7,i,i,i,i,i,i,i,-4,i
CC(C)(C)C(=O)/C=C1\NC(=O)CS1,-6,-0.2,i,i,i,i,i,i,i,1,i
O=C(Cc1nc2ccccc2[nH]1)c1cccc([N+](=O)[O-])c1,16,0.1,i,i,i,i,i,i,i,11,i
O=c1cc(-c2ccccc2)c2ccc(O)cc2o1,-10,-0.1,i,i,i,i,i,i,i,3,i
Cc1cc(C(=O)CSc2nnnn2C)c(C)n1CCc1ccc(F)cc1,-3,0.0,i,i,i,i,i,i,i,-2,i
CC1=NN(C)C(=O)C1Cc1c(F)cccc1Cl (centres undefined),-4,-0.5,i,i,i,i,i,i,i,0,i
CCc1nnc(NC(=O)CSc2n[nH]c(-c3ccccc3O)n2)s1,-10,0.0,i,i,i,i,i,i,i,6,i
N#CC1=C(N)N2C(=C(C#N)C13CCCCC3)SC1CCCCC12O (centres undefined),-2,0.2,i,i,i,i,i,i,i,1,i
Cc1cc(-c2nnc(SCC(=O)Nc3cccc(Cl)c3)n2N)n[nH]1,-3,0.3,i,i,i,i,i,i,i,0,i
Cc1cc[n+](Cc2ccccc2)c(N)c1,-1,0.2,i,i,i,i,i,i,i,1,i
CCC(CO)NCc1sccc1C (centres undefined),-7,-0.4,i,i,i,i,i,i,i,1,i
CCN1CCN(c2nc(Nc3ccc(C)c(C)c3)nc(N)c2[N+](=O)[O-])CC1,1,0.5,i,i,i,i,i,i,i,-27,i
C=CCN1C=C/C(=C\C=C(C#N)C#N)c2ccccc21,19,-0.4,i,i,i,i,i,i,i,21,i
Cc1cccc(N2CCN(S(=O)(=O)c3cn(C)cn3)CC2)c1C,-11,-0.6,i,i,i,i,i,i,i,6,i
O=C(Nc1oc2ccc(Cl)cc2c(=O)c1-c1ccc(F)cc1)c1ccco1,-2,-1.4,i,i,i,i,i,i,i,7,i
Cc1cc(OCc2ccc(C(=O)Nc3ccc(C(=O)O)cc3)o2)ccc1Cl,21,-0.3,i,i,i,i,i,i,i,3,i
NC(=O)Cn1nc([N+](=O)[O-])nc1Oc1ccccc1F,7,0.0,i,i,i,i,i,i,i,16,i
# Other structures follow:
SMILES,SKKanGAS inh,HIF activator,RGS4 inh,MrgX1 allo act,TRPC6 act,MrgX1 agonist,RGS4 pot,TRPC4 block,MrgX1 antagonist,Platelet DG rel,TRPC6 inhibitor
Cc1ccccc1C(=O)NC(CC(C)C)C(=O)Nc1ccc(S(N)(=O)=O)cc1 (centres undefined),1,-0.4,i,i,i,i,i,i,i,u,i
COc1cc(OC)cc(C(=O)NCc2cccnc2)c1,-5,0.8,i,i,i,i,i,i,i,-8,i
O=C(c1ccccc1)N1CCN=C1SCc1ccc([N+](=O)[O-])cc1,-6,-0.2,i,i,i,i,i,i,i,20,i
COC(=O)c1cc(Cl)c(NC(=O)/C=C/c2ccc(OC)cc2)cc1OC,-3,0.8,i,i,i,i,i,i,i,-6,i
Cc1onc(C(=O)NCc2ccccn2)c1[N+](=O)[O-],7,0.0,i,i,i,i,i,i,i,-3,i
CCCCn1c(C)nc2c(=O)n(C)c(=O)[nH]c21,-3,0.8,i,i,i,i,i,i,i,0,i
O=C(CSc1nc(-c2ccccc2)ns1)N1CCOCC1,3,3.7,i,i,i,i,i,i,i,-3,i
CCN(CC)S(=O)(=O)c1cc(NC(=O)Cc2n[nH]c(=O)c3ccccc23)ccc1C,-6,0.1,i,i,i,i,i,i,i,-5,i
CCNC(=O)N1CCNC(=O)C1CC(=O)Nc1ccc(C(=O)OCC)cc1 (centres undefined),5,1.4,i,i,i,i,i,i,i,7,i
COc1ccc(-c2ccc3nnc(SCC(=O)NCC4CCCO4)n3n2)cc1 (centres undefined),-1,0.1,i,i,i,i,i,i,i,7,i
C=CCN1C(=NC(=O)COc2ccc(Cl)cc2)SC2CS(=O)(=O)CC21 (centres undefined),-2,-0.1,i,i,i,i,i,i,i,-2,i
Cc1c(NC(=O)CSc2nnc3sc4ccccc4n23)c(=O)n(-c2ccccc2)n1C,-7,0.0,i,i,i,i,i,i,i,17,i
Cc1ccc(C(=O)NNC(=O)C2CCN(Cc3ccc(Cl)c(Cl)c3)CC2)cc1,-3,0.4,i,i,i,i,i,i,i,4,i
CC(C)OC(=O)CC12CN(C)CC(CC(=O)OC(C)C)(CN(C)C1)C2=O,-8,1.4,i,i,i,i,i,i,i,22,i
COc1ccc(-n2nc3c(c2NC(=O)C2CCCC2)CS(=O)C3)cc1 (centres undefined),-3,-0.1,i,i,i,i,i,i,i,5,i
Cc1ccc(CNC(=O)CN2C(=O)NC(C)(c3ccc(Cl)cc3)C2=O)cc1 (centres undefined),7,0.2,i,i,i,i,i,i,i,11,i
O=C(CC(C(=O)N1CCc2ccccc21)n1ccnc1)NCC1CCCO1 (centres undefined),3,-0.3,i,i,i,i,i,i,i,4,i
CC(Oc1ccc(Cl)cc1Cl)C(=O)NCCCN1CCOCC1 (centres undefined),-3,0.5,i,i,i,i,i,i,i,1,i
O=C(COc1ccc(-c2ccccc2)cc1)NN=C1CCCC1,x,x,i,i,i,i,i,i,i,x,i
CCc1ccc(NC(=O)C[n+]2cc(-c3ccc(C)cc3)n3c2CCC3)cc1,13,-0.3,i,i,i,i,i,i,i,1,i
CCn1c(SCC(=O)Nc2ccc(OC)c(OC)c2)nnc1-c1c[nH]c2ccccc12,-4,-0.3,i,i,i,i,i,i,i,20,i
COc1ccc(C2C(C(=O)c3ccc(C)o3)=C(O)C(=O)N2Cc2cccnc2)cc1 (centres undefined),-2,0.2,i,i,i,i,i,i,i,1,i
COc1ccc(C(=O)Nc2c(N)nc[nH]c2=O)cc1,0,-0.4,i,i,i,i,i,i,i,-15,i
N#CCCN1CCN(C(CNS(=O)(=O)c2ccc(Cl)cc2)c2ccccc2)CC1 (centres undefined),-4,-0.3,i,i,i,i,i,i,i,-1,i
COc1ccc(S(=O)(=O)NC(CC(=O)NCC2CCCO2)c2ccco2)cc1 (centres undefined),-3,-0.6,i,i,i,i,i,i,i,2,i
# Next part:
SMILES,SKKanGAS inh,HIF activator,RGS4 inh,MrgX1 allo act,TRPC6 act,MrgX1 agonist,RGS4 pot,TRPC4 block,MrgX1 antagonist,Platelet DG rel,TRPC6 inhibitor
O=C(COC(=O)CCc1nc2ccccc2s1)Nc1cccc(S(=O)(=O)N2CCOCC2)c1,-3,-0.9,i,i,i,i,i,i,i,3,i
COc1ccc(CCNC(=O)c2ccc(CNS(=O)(=O)c3cc(C)ccc3C)cc2)cc1OC,7,0.0,i,i,i,i,i,i,i,-2,i
COc1ccccc1NC(=S)NNC(=O)c1cc(C)nn1C,-5,1.9,i,i,i,i,i,i,i,0,i
Cc1nn(CCC(=O)NNC(=S)Nc2ccc(Cl)cc2)c(C)c1[N+](=O)[O-],-7,-0.1,i,i,i,i,i,i,i,3,i
Cc1ccc(NC(=S)N/N=C2\CCCCC2C)cc1 (centres undefined),8,2.6,i,i,i,i,i,x,i,10,i
CCC1(C)Cc2ccccc2-c2nc(NCCCO)[nH]c(=O)c21 (centres undefined),-8,0.0,i,i,i,i,i,i,i,-10,i
COC(=O)/C=C1\NCCNC1=O,2,0.2,i,i,i,i,i,i,i,-3,i
CCOC(=O)CN1CC23C=CC(O2)C(C(=O)Nc2ccc(C(C)=O)cc2)C3C1=O (centres undefined),-2,0.6,i,i,i,i,i,i,i,-3,i
CC1=C(C#N)C(c2ccccc2)C2=C(N1)c1ccccc1C2=O (centres undefined),0,0.7,i,i,i,i,i,i,i,-3,i
CCOc1ccc(Oc2ccc(Cl)cc2N)cc1,-2,1.7,i,i,i,i,i,i,i,23,i
COCn1c(-c2ccc(OC)cc2)nc2ccccc21,-1,-2.1,i,i,i,i,i,i,i,-1,i
O=c1c(-c2ccc(O)cc2O)coc2cc(O)cc(O)c12,1,0.5,i,i,i,i,i,i,i,4,i
Cc1cc(C)n(C(=O)c2c([N+](=O)[O-])c(C)nn2C)n1,-3,0.4,i,i,i,i,i,i,-7.7*,8,i
CCc1ccccc1NC(=O)c1cc(S(=O)(=O)N2CCCC2)c[nH]1,-4,-0.2,i,i,i,i,i,i,i,-16,i
COc1ccccc1CCC(=O)N1CCC(n2nccc2NC(=O)C2CCOC2)CC1 (centres undefined),0,0.3,i,i,i,i,i,i,i,1,i
CCOC(=O)c1c(NC(=S)Nc2ccc(OC)cc2)sc2c1CCC2,-3,0.1,i,i,i,i,i,i,i,-1,i
Cc1ccc(-c2cc(-c3c(C)nn(C)c(=O)c3N)[nH]n2)cc1,1,2.7,i,i,i,i,i,i,i,-24,i
CCn1c(SCC(=O)c2cccs2)nnc1-c1cccs1,1,0.7,i,i,i,i,i,i,i,7,i
CCCCC/C=N\NC(=O)Cc1ccc([N+](=O)[O-])cc1,4,0.3,i,i,i,i,i,i,i,11,i
